EWS-Fli block: EWS/Fli transcriptional activity inhibition; inhibition, % at 12.6 µM; A673 NR0B1-luciferase reporter, viability-normalised; 350,000 compounds, 0.67% hits;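 active = mean inhibition of at least 50% after viability correction, with every replicate also passing that limit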;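 note: firefly luciferase signal divided by Alamar Blue viability fluorescence both relative to DMSO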
LGR2 inh: Drosophila LGR2 receptor signaling inhibition | inhibition, % at 9.99 µM | 380,000 compounds, 0.35% hits | AID 720647 | HEK293 LGR2, CRE-luciferase, bursicon-stimulated, 4 h;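 active = drop in luminescence signal, shown as inhibition above about 50% in the replicate tests, limit read from the data, passing the limit was not always enough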;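 note: agonist challenge used bursicon conditioned medium at about half maximal strength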
S100A4 MyoIIA: inhibitors of human S100A4 binding to myosin IIA peptide. inhibition, % at 10.7 µM. 360,000 compounds, 0.14% hits. S100A4/TAMRA-MyoIIA peptide fluorescence polarization. AID 652163;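 active = mean inhibition of at least 70% across replicates, with every replicate also reaching that level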
Target sequence (P26447 whole entry, looked up): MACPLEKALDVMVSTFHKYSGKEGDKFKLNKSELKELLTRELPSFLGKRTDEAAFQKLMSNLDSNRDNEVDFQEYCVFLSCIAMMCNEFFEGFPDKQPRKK
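Test system: S100A4 monomer protein; Medium: HEPES pH 7.2 with CaCl2, KCl, NaCl, DTT, Triton; Probe or stimulus: TAMRA-labelled myosin IIA heavy-chain peptide probe, 5 nM; Doses: one dose per compound; Times: polarization read 5 min after assay mix addition, stable 5–60 min; Benchmarks: neutral control DMSO, positive control TFP.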
PAX8 reporter: inhibitors of PAX8 transcriptional activity in RMG-I cells. inhibition, % at 12.6 µM. 360,000 compounds, 1.2% hits. RMG-I TPO-luciferase reporter, SteadyGlo, 24 h;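 active = mean replicate inhibition at least 60% with every replicate also reaching 60%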;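 note: luciferase light reporting Pax8 driven TPO promoter activity; plate controls were median of neutral control wells for no effect and mitoxantrone controls for full effect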
PglD inh: inhibitors of Campylobacter jejuni PglD acetyltransferase; inhibition, % at 12.5 µM; purified PglD enzyme, DTNB colorimetric CoA detection; 360,000 compounds, 0.098% hits; AID 602405; in the data active = inhibition above about 16%, passing the limit was not always enough; note: strong numbers were not always called active
FN deposit inh: fibronectin deposition inhibition. AH1F fibroblasts, Alexa488-fibronectin deposition fluorescence, overnight. inhibition, % at 12.6 µM. 350,000 compounds, 0.086% hits. AID 743247;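 active = mean inhibition across replicates of 30% or more, regardless of how many single replicates reach that level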;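 note: positive control wells lacked labelled fibronectin entirely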
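Assay system: AH1F fibroblasts / Quantity: 10000 cells per well / Medium: DMEM plus 2% serum, read in PBS / Reagent: labelled fibronectin 24 nM / Dosing: single dose, pinned / Times: 1 h cell attachment, overnight exposure to compound and label / Signal: fluorescence, ex 485 nm, em 525 nm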
PGC1a acetyl inh: modulators of PGC1a acetylation; AID 651687; inhibition, % at 15.6 µM; 350,000 compounds, 0.17% hits; U2OS PGC1a acetylation, AlphaScreen anti-acetyl-lysine; with virally co-expressed GCN5 acetyltransferase;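 active = every replicate shows inhibition of at least 40%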;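 note: 0% = neutral control wells and 100% = positive control wells; some results beyond the cut were filed as inactive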
ERAP1 inh: inhibitors of human ERAP1 aminopeptidase | recombinant ERAP1, Leu-AMC fluorescence, 60 min | inhibition, % at 10.7 µM | 340,000 compounds, 0.15% hits | AID 652197;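 active = mean replicate inhibition of at least 30%, or all replicates individually reaching that 30% level; inactive = mean below 30% and not every replicate reaching it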;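 note: 0% = neutral control wells and 100% = L-leucinethiol positive control wells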
Active calls of the source: *; / = no result given; & = joins results of further samples.

SMILES | EWS-Fli block | LGR2 inh | S100A4 MyoIIA | PAX8 reporter | PglD inh | FN deposit inh | PGC1a acetyl inh | ERAP1 inh
COc1ccc(NC(=O)Nc2cccc3c2O[C@@H](CN(C)C(=O)NC(C)C)[C@@H](C)CN([C@@H](C)CO)C3=O)cc1 | -20 | -25 | -8 | -31 | 3 | -4 | 1 | 5
CN1CCN(c2c(F)cc3c(=O)c(C(=O)O)cn4c3c2OCN4C)CC1 | 6 | / | -5 | 12 | / | -1 | 5 | 3
CN(C)S(=O)(=O)c1ccc(Cl)c(NC(=O)CN2CCN(c3ccccn3)CC2)c1 | 5 | 4 | -8 | 7 | -4 | -4 | 4 | 1
CC(C)(C)NC(=O)CSc1nc2ccccc2c(=O)[nH]1 | -14 | -11 | -71 | 17 | -3 | -8 | 7 | -2
O=C1C(=O)N(Cc2ccncc2)C(c2cccc(O)c2)/C1=C(\O)c1ccc2c(c1)OCCO2 (stereo unspecified) | / | 11 | 2 | -12 | -4 | 1 | 8 | 1
O=c1oc2c(CN3CCOCC3)c(O)ccc2c2ccccc12 | / | -44 | 1 | / | -3 | / | / | 2
COc1ccc(NC(=O)N2C[C@H](O)COC[C@@H]3O[C@@H](CC(=O)NCc4ccccc4OC)CC[C@H]32)cc1 | -7 | -2 | -1 | 5 | -1 | 5 | 3 | -1
CCCCNC(=S)NNC(=O)c1c(C)nc2ccccn12 | 5 | 6 | 1 | -2 | / | -1 | / | -1
COC(=O)Nc1ccc2c(c1)N(C(=O)CCN1CCN3CCCC3C1)c1ccccc1CC2 (stereo unspecified) | -9 | 8 | 0 | 7&8 | -7 | 0&5 | 61 | -3
N#C[C@H]1[C@H](c2ccc(C#CC3CC3)cc2)[C@H](CO)N1C(=O)Cc1ccccn1 | 3 | 7 | -3 | -2 | -2 | 4 | 2 | -3
COc1ccc2c(COC(=O)CNC(=O)C34CC5CC(CC(C5)C3)C4)cc(=O)oc2c1 | 5 | -5 | 3 | 122* | -3 | -3 | / | -1
CCOC(=O)Nc1cc(NC(=O)OCC)ncn1 | -3 | -14 | -2 | / | -1 | -5 | -6 | 4
COCC(=O)Nc1ccc2c(c1)[C@@H]1C[C@H](CC(=O)OC)O[C@@H](CO)[C@@H]1O2 | -3 | 3 | 2&-6 | -9 | 2 | 9&8 | 5&-5 | -2&1
CCc1nc2c(OCCOC)cccn2c1N(C)C(=O)Nc1ccccc1OC | 4 | -10 | 7 | -7 | -1 | / | 10 | -1
COC(=O)c1ccc(CSC2=NC[C@@H]3[C@@H]4C(=O)N(C)C(=O)[C@@H]4[C@](Cc4ccccc4)(C(=O)OC)N23)cc1 | -6 | 5 | 35 | 10 | -15 | 3 | 8 | 5
Cc1ccc(S(=O)(=O)N(C)c2ccc3c(c2)C(=O)c2ccccc2-3)cc1 | 0 | 1 | -3 | 15 | -2 | -2 | -8 | 3
COCCNC(=S)N1CCN(c2cccc(C(F)(F)F)c2)CC1 | -1 | 7 | 2 | -1 | / | 1 | / | 1
COc1ccc(CCN(C)C(=O)Cn2c(=O)oc3ccccc32)cc1OC | -5 | -13 | 0 | -3 | 1 | -16 | 1 | 0
COC(=O)C(CC#Cc1ccc2c(c1)[C@]1(C(=O)N2)[C@H](c2ccccc2OCCO)N2[C@H](c3ccccc3)[C@H](c3ccccc3)OC(=O)[C@H]2[C@@H]1C(N)=O)C(=O)OC | 71* | / | -6 | 93* | -7 | / | / | 2
C/C=C/c1ccc([C@@H]2[C@@H](CN(C)C(=O)CN(C)C)N(C(C)=O)[C@H]2CO)cc1 | 2 | -3 | 0 | -12 | 2 | / | 12 | 1
COc1ccc2c(c1OC)C(=O)OC2Nc1nc(-c2cc3cc([N+](=O)[O-])ccc3oc2=O)cs1 (stereo unspecified) | 16 | -34 | 5 | 26 | -4 | 0 | 2 | 0
O=C(O)C1=C[C@H](C2CC2)C[C@H](OCCCCO)O1 | -12 | -4 | 0 | 1 | -4 | 10 | 0 | 2
O=C(Nc1cc(C(F)(F)F)ccc1F)C1CCCCC1 | 6 | / | 0 | / | / | / | 1 | 0
O=C(Nc1ccccc1F)N[C@H]1CC[C@H](CCNS(=O)(=O)c2ccc(Cl)cc2)O[C@@H]1CO | 5 | -2 | 9 | 15 | 0 | / | -7 | 0
O=C(NCCCN1CCOCC1)c1ccc2c(c1)N(Cc1cccc(F)c1)C(=O)c1ccccc1S2 | / | -7 | -6 | 10 | 12 | 2 | -1 | 6

Just FN deposit inh, ERAP1 inh and PglD inh, for some of the entries so far:
SMILES,FN deposit inh,ERAP1 inh,PglD inh
COc1ccc(NC(=O)N2C[C@H](O)COC[C@@H]3O[C@@H](CC(=O)NCc4ccccc4OC)CC[C@H]32)cc1,5,-1,-1
CCCCNC(=S)NNC(=O)c1c(C)nc2ccccn12,-1,-1,/
COC(=O)Nc1ccc2c(c1)N(C(=O)CCN1CCN3CCCC3C1)c1ccccc1CC2 (stereo unspecified),0&5,-3,-7
N#C[C@H]1[C@H](c2ccc(C#CC3CC3)cc2)[C@H](CO)N1C(=O)Cc1ccccn1,4,-3,-2
COc1ccc2c(COC(=O)CNC(=O)C34CC5CC(CC(C5)C3)C4)cc(=O)oc2c1,-3,-1,-3

Later entries.
SMILES | EWS-Fli block | LGR2 inh | S100A4 MyoIIA | PAX8 reporter | PglD inh | FN deposit inh | PGC1a acetyl inh | ERAP1 inh
COc1ccc(C(=O)COC(=O)c2cc3ccccc3oc2=O)c(OC)c1 | -6 | 3 | -2 | 12 | / | -2 | / | 0
C[C@@H]1CCCCO[C@H](CN(C)S(=O)(=O)c2ccc(F)cc2)[C@@H](C)CN([C@@H](C)CO)C(=O)c2cc(NC(=O)CCC(F)(F)F)ccc2O1 | -5 | 0 | 0 | 4 | 1 | -12 | 6 | -2
COCC(=O)N1[C@@H]2c3ccc(C4=CCCCC4)c(=O)n3C[C@@H]2[C@@H](CO)[C@@H]1C(=O)N1CCCCC1 | -1 | 12 | -6 | 4 | 1 | / | / | 0
O=C(NCCCN1CCOCC1)C1CCC(=O)N1C1CCCCC1 (stereo unspecified) | / | 6 | / | / | 5 | -4 | -22 | /
Cc1cc(C)c(C#N)c(SCC(=O)N2CCCCC2)n1 | / | / | / | -1 | 2 | 2 | 28 | /
O=C(N[C@@H]1C/C=C\C[C@H](CC(=O)N(CCO)Cc2ccccc2)C(=O)NC[C@@H](c2ccccc2)OC1=O)OCC1c2ccccc2-c2ccccc21 | 10 | -1 | 11 | 10 | 5 | -3 | -2 | 2
O=C(c1ccc2c(c1)OCO2)N(c1ccc(Br)cc1)C1C=CS(=O)(=O)C1 (stereo unspecified) | -3 | 1 | 30 | 8 | -2 | 0 | / | 4
COc1ccc(S(=O)(=O)N2CCCCCC2)cc1C(=O)OCC(=O)NC1CCS(=O)(=O)C1 (stereo unspecified) | -6 | -6 | -1 | -3 | 2 | 0 | 3 | 0
CC(C)C#Cc1ccc2c(c1)O[C@H](CN(C)C(=O)Nc1ccccc1)[C@@H](C)CN([C@@H](C)CO)S2(=O)=O | 0 | 10 | -3 | 51 | 0 | / | -11 | 1
CCOCC(=O)Nc1nc2ccc(OCC)cc2s1 | / | / | / | -114 | 5 | -4 | -11 | /
CCOc1ccc(N2CC(C(=O)NC3CCSC3=O)CC2=O)cc1 (stereo unspecified) | -5 | -4 | -1 | 4 | 7 | -4 | -2 | -8
COc1ccc(NC(=O)Nc2ccc3c(c2)CC(=O)N([C@H](C)CO)C[C@@H](C)[C@@H](CN(C)Cc2ccc(C(=O)O)cc2)O3)cc1 | -9 | -13 | 2 | / | 0 | / | -1 | 1
Cc1ccc(Oc2nc(-c3cccnc3)nc3ccccc23)c([N+](=O)[O-])n1 | 11 | 6 | -3 | 34 | -1 | -7 | -1 | -1
CCOC(=O)CC1=NN(c2ccccc2)C(=O)/C1=C\c1ccc(OC)cc1OC | 13 | 22 | 0 | 21 | / | -4 | 4 | -7
CC/C(=N\NC(=O)c1c[nH]c2ccccc12)c1cccs1 | -60 | -57 | -8 | -53 | / | -2 | / | -2
CC(C)CNC(=S)NC1CC2CCCC(C1)N2Cc1cccs1 (stereo unspecified) | -5 | -9 | 2 | / | 0 | / | 1 | -6
Cc1ccc(NC(=O)C[n+]2ccccc2)cc1[N+](=O)[O-] | / | / | / | 4 | 0 | -2 | -9 | /
COc1ccc(CNC(=O)C[C@@H]2CC[C@@H](NC(=O)c3ccc4c(c3)OCO4)[C@H](CO)O2)cc1 | 2 | -9 | -6 | 5 | -2 | 6 | 5 | -3
CCOC(=O)C(NC(=O)c1ccccc1F)(Nc1cc(C)on1)C(F)(F)F (stereo unspecified) | / | -6 | / | 4 | -4 | -6 | -17 | /
O=C(Cc1ccccc1)N1CC(=O)N2[C@H](CO)[C@@H](c3ccc(-c4ccc(F)cc4)cc3)[C@H]2C1 | 10 | -31 | -6 | 19 | / | 5 | -11 | -1
CCCN(C)C[C@H]1Oc2cc(-c3ccc(C#N)cc3)ccc2S(=O)(=O)N([C@@H](C)CO)C[C@H]1C | 5 | 15 | -26 | 16 | 3 | -11 | 2 | 0
O=[N+]([O-])c1ccc(CN2CCOCCOCCOCC2)cc1 | -3 | -10 | 0 | 16 | 7 | 7 | / | -3
CCN(CC)CCN(C(=O)CCOc1ccccc1)c1nc2ccc(F)cc2s1 | -8 | 1 | 3 | -2 | / | 4 | / | /

Reprinted at random: two records from the list.
SMILES | EWS-Fli block | LGR2 inh | S100A4 MyoIIA | PAX8 reporter | PglD inh | FN deposit inh | PGC1a acetyl inh | ERAP1 inh
CCOC(=O)C(NC(=O)c1ccccc1F)(Nc1cc(C)on1)C(F)(F)F (stereo unspecified) | / | -6 | / | 4 | -4 | -6 | -17 | /
C[C@@H]1CCCCO[C@H](CN(C)S(=O)(=O)c2ccc(F)cc2)[C@@H](C)CN([C@@H](C)CO)C(=O)c2cc(NC(=O)CCC(F)(F)F)ccc2O1 | -5 | 0 | 0 | 4 | 1 | -12 | 6 | -2

Assay outcomes: PubChem BioAssay, Broad Institute

No enrichment for hits; 2.1% or so of the library scored in one or more.
